tim23-1 inh = tim23-1 yeast growth inhibition. S. cerevisiae tim23-1 growth, BacTiter-Glo luminescence, 24 h. inhibition, % at 20 µM. 330,000 tested, 1.3% active. AID 463212;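 active means growth inhibition of the mutant yeast at or above 50%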;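 further: temperature-sensitive mutant grown at 25 °C; plate controls were DMSO-treated mutant yeast for no effect and medium wells lacking yeast for full effect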
Mdm2 MdmX PPI = human Mdm2/MdmX binding inhibition; O15151+Q00987; SaOS-2 split-luciferase Mdm2/MdmX complementation, luminescence; inhibition, % at 8 µM; 330,000 tested, 3% active;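 active means inhibition of at least 50% at 8 µM in the primary screen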
Target sequence (O15151 whole entry, looked up): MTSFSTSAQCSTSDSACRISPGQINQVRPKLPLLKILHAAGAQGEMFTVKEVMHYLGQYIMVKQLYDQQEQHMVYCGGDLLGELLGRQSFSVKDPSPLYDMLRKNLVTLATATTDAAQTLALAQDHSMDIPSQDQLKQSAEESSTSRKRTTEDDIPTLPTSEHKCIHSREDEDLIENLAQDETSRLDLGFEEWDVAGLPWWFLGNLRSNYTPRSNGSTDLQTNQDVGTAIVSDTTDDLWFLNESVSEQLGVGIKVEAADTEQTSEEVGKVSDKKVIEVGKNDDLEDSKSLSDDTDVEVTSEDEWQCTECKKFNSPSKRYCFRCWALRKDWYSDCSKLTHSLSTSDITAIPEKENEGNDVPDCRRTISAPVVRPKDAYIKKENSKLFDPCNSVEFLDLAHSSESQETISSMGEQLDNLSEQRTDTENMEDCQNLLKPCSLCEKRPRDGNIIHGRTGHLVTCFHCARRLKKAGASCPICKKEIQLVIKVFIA
Target sequence (Q00987 whole entry, looked up): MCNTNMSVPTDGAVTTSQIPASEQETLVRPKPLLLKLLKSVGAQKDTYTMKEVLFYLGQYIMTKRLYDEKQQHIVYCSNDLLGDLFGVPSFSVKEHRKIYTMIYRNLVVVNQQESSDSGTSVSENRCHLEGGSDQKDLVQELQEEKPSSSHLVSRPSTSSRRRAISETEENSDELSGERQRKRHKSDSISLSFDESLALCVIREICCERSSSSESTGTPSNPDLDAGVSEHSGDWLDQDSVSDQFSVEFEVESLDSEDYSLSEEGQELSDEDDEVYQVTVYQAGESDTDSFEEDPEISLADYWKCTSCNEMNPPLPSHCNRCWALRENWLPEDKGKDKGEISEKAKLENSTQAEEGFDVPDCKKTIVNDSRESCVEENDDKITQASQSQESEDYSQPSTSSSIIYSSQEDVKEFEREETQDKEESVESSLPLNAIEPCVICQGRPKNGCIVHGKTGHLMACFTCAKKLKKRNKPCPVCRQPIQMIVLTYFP
Jurkat NFkB inh = inhibitors of the PMA/ionomycin-induced NF-kB reporter in Jurkat cells | PMA/ionomycin-induced NF-kB luciferase reporter, luminescence | inhibition, % at 4 µM | 330,000 tested, 0.53% active; in the data active means inhibition above about 50%
APJ antagonist = blocks the human apelin receptor APJ | 330,000 tested, 0.32% active | CHO-K1 APJ beta-arrestin complementation, luminescence | P35414 | inhibition, % at 20 µM;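 active means inhibition above about 40% at 20 µM, limit read from the data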;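 further: cells challenged with 10 nM apelin-13 agonist together with compound; plate controls were apelin-13 plus DMSO wells for no effect and DMSO wells lacking apelin-13 for full effect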
697 NFkB inh = inhibitors of the PMA/ionomycin-induced NF-kB reporter in 697 B cells | 697 B-cell NF-kB luciferase reporter, 16 h | inhibition, % at 4 µM | 330,000 tested, 0.33% active | AID 435022; in the data active means inhibition above about 35%
APJ agonist = APJ receptor agonism | P35414 | CHO-K1 APJ PathHunter beta-arrestin, luminescence; 0% DMSO wells, 100% apelin | activation, % at 20 µM | 330,000 tested, 0.11% active;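 active means activation more than six SD over the plate average, tested at 20 µM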;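 further: 0% = DMSO alone and 100% = apelin-13 at 10 nM; some results filed as inactive read as strong as hits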
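Material: CHO-K1 APJ beta-arrestin complementation cell line; Input: cell density 1000 per well; Incubation: compound stimulation 90 min at 25 °C, detection 60 min; Signal: luminescence from split beta-galactosidase complementation, Galacton Star/Emerald II substrate; Controls: DMSO-only wells as negative, 10 nM Apelin-13 as positive control.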
UPR CHOP act = apoptotic UPR (CHOP) activation. CHO-CHOP luciferase reporter, luminescence; percent of tunicamycin response over DMSO baseline. activation, % at 10 µM. 330,000 tested, 0.34% active. AID 449763;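 active means at 10 µM dose, activation of 40% or more, normalized to positive control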;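 further: 100% = tunicamycin at 10 µg/mL and 0% = DMSO alone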
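System: CHO-CHOP luciferase reporter cell line; amount: 500 cells/well; buffer or medium: F12 medium containing 10% fetal bovine serum; incubation: 6 h compound exposure at 37 °C after overnight seeding; measured by: luciferase luminescence after 10 min with Steady-Glo reagent; evaluation: % reporter activation, DMSO baseline versus tunicamycin full activation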
UPR XBP1 act = adaptive UPR (XBP1) activation; activation, % at 20 µM; AID 463104; 330,000 tested, 0.33% active; CHO-XBP1 luciferase reporter, IRE1-XBP1 UPR activation, luminescence; percent of tunicamycin response, DMSO as zero;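 active means versus positive control, 20 µM dose yields 30% or more activation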;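 further: 100% = tunicamycin at 10 µg/mL and 0% = DMSO only wells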
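Material: CHO cell line with stable XBP1 luciferase reporter; buffer or medium: F12 medium containing 10% fetal bovine serum; compound: single point, 20 µM final compound, 1% DMSO; incubation: 6 h treatment, 37 °C; measured by: glow luminescence from Steady-Glo reagent; evaluation: activation, % of tunicamycin; control set: tunicamycin high, DMSO low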
Starred values were filed as active, the others as inactive. Rows were taken by chance. Share with any hit: about 5%.

SMILES | tim23-1 inh | Mdm2 MdmX PPI | Jurkat NFkB inh | APJ antagonist | 697 NFkB inh | APJ agonist | UPR CHOP act | UPR XBP1 act
COc1cc(C(C)=O)ccc1OCC(O)CN(CCO)Cc1ccccc1 (stereo not drawn) | 3 | 8 | 8 | -3 | -2 | -3 | 0.8 | -2
CC(C)Cc1ccc(C(C)C(=O)Nc2cccnc2)cc1 (stereo not drawn) | -4 | 14 | 45 | 8 | -13 | -2 | 0.8 | -6
CN(C(=O)COc1ccccc1)c1nnc(-c2ccncc2)s1 | -8 | 9 | 8 | 8 | 10 | 0 | 0.1 | -4
C/C=C/c1ccc(OCC(=O)Nc2ccc(C(N)=O)cc2)c(OC)c1 | 12 | -21 | 0 | -9 | 19 | 0 | 1.5 | -2
CC(=O)Nc1ccccc1OCC(=O)NCC(F)(F)F | 8 | 4 | -10 | -22 | 17 | 3 | 0.7 | -3
Cc1cc(OCC(=O)OCC(=O)NCc2ccc3c(c2)OCO3)ccc1Cl | 1 | 17 | -7 | 7 | 11 | -3 | -2.2 | -1
CC(C)C[C@H](NC(=O)N1CC(=O)Nc2ccccc21)C(=O)N[C@H](Cc1ccccc1)C(=O)O | 14 | 15 | 19 | 9 | 6 | -6 | -1.5 | -2
CSc1ncnc2c1ccn2CC(=O)Nc1ccc(C)c(C)c1 | -2 | 9 | -2 | 1 | 4 | -3 | -1.1 | -2
COc1ccc(C2=C/C(=C/c3cccnc3)C(=O)O2)cc1OC | 29 | 7 | -6 | 11 | -13 | -3 | 0.3 | 0
Cc1ccc(C(=O)OCC(=O)NC(C)c2ccccc2)s1 (stereo not drawn) | 4 | 3 | -4 | -4 | -13 | -1 | -0.6 | 0
CCOC(=O)c1cccc(NC(=O)CSc2nc3ccccc3c(=O)n2CCOC)c1 | 12 | 25 | 12 | -1 | -9 | -2 | -1.2 | 4
O=C(CSc1ccc(Cl)cc1)NC1CCCC1 | -9 | 0 | -18 | -1 | 7 | -4 | 2.9 | 2
O=C(c1ccc(S(=O)(=O)N2CCOCC2)cc1)N1CCN(c2ccccc2F)CC1 | 2 | 12 | 7 | 14 | 7 | -2 | 1.2 | -2
Cc1cccc(C(=O)Nc2ccc(C(=O)N/N=C/c3ccc4c(c3)OCO4)cc2)c1 | -24 | 23 | 20 | 1 | 30 | -1 | -0.1 | -1
CN1CCN(C(=O)c2ccc(S(=O)(=O)c3ccc(Br)cc3)cc2)CC1 | 1 | 13 | 8 | 15 | 0 | -1 | -1.4 | 1
Cc1cccc(NC(=O)C2CCC(CNC(=O)[C@@H]3Cc4ccccc4CN3)CC2)c1 (stereo partly drawn) | 9 | 3 | 18 | 16 | -12 | -4 | -1.3 | -4
O=C(/C=C/c1c(F)cccc1Cl)N1CCOCC1 | 5 | -9 | -26 | 6 | -16 | -3 | 3.0 | -2
Cc1cccn2c(=O)nc(SCC(=O)NCc3ccccc3)nc12 | -6 | 1 | -1 | 17 | 8 | -6 | 1.4 | 2
Cc1ccc(OCCCCNC(C)c2ccccc2)c(C)c1 (stereo not drawn) | 12 | 28 | 4 | 0 | 17 | -2 | 1.4 | -3
O=C1Nc2cc(Cl)ccc2C1(N1CCNCC1)C(F)(F)F (stereo not drawn) | 11 | 21 | -3 | 0 | -8 | -2 | -1.6 | 4
Cc1cccc(N2CCN(C(=O)CCC(=O)N3CCOc4ccc(Cl)cc43)CC2C)c1 (stereo not drawn) | 41 | 22 | 10 | 4 | 7 | 0 | 0.8 | -2
Cc1nc(C)c(C(=O)C2=C(O)C(=O)N(CCCn3ccnc3)C2c2ccc(Cl)cc2)s1 (stereo not drawn) | 7 | -17 | -10 | 7 | -30 | 5 | 0.8 | -2
CN(C)C=Nc1ccc2nc3c(cc2c1)[nH]c1ccccc13 | 23 | -111 | -117 | -44 | -96 | 5 | 5.7 | -2
O=C(CSc1nc2ccccc2o1)c1ccc2c(c1)OCCO2 | 9 | -19 | -27 | 3 | -24 | 1 | 2.5 | -1
COc1ccc(NC(=O)C2CCCN(S(=O)(=O)c3ccc4c(c3)CC(C)N4C(C)=O)C2)cc1 (stereo not drawn) | 16 | 25 | 21 | -4 | 10 | 2 | -0.8 | -2
(cont.)
SMILES | tim23-1 inh | Mdm2 MdmX PPI | Jurkat NFkB inh | APJ antagonist | 697 NFkB inh | APJ agonist | UPR CHOP act | UPR XBP1 act
COc1ccc(C(=O)/C=C/c2cccs2)c(OC(=O)c2cccc([N+](=O)[O-])c2)c1 | 23 | 39 | -16 | 4 | -15 | -2 | 7.6 | 42*
CCOC(=O)c1c(NC(=O)c2nn(CC)cc2Br)sc2c1CCCCC2 | 24 | 26 | -9 | 13 | 6 | -8 | 0.3 | 7
CCCCCCSc1nsc(NC(=O)CC(C)C)n1 | 35 | -65 | -17 | 15 | -32 | -1 | 7.6 | 1
CCc1ccc(NC(=O)CC2NCCNC2=O)cc1 (stereo not drawn) | 14 | 10 | -13 | -1 | -5 | 1 | -1.3 | -2
Cc1ccc2[nH]c(=O)c(CN(CCO)Cc3nnnn3CCc3ccccc3)cc2c1 | -3 | 31 | 18 | -12 | 4 | -4 | 0.2 | -4
COc1ccc(S(=O)(=O)Cc2ccc(C(=O)N3CC(C)CC(C)C3)o2)cc1 (stereo not drawn) | 24 | 12 | 5 | 10 | 2 | -5 | 0.6 | -4
CC(=O)Nc1ccc(SCc2ncc(-c3ccccc3)o2)cc1 | 31 | -94 | -79 | -22 | -64 | 5 | 4.8 | -2
COc1ccc(C(=O)NC(=S)Nc2nc(-c3ccc(OC)c(Br)c3)cs2)cc1Br | 2 | 21 | -1 | 43* | -46 | -1 | 0.4 | -1
COCCNC(=O)CCN1N=C(c2ccccc2)CCC1=O | 8 | -16 | -19 | 0 | 9 | -3 | -0.3 | -3
O=C(CSc1cccc2cccnc12)N/N=C/c1cccc(O)c1 | -7 | 15 | 15 | -2 | 10 | -2 | 3.2 | 1
CC/C(Cc1ccccc1)=N/NC(=O)CCn1nnc2ccccc21 | 3 | 5 | 1 | 8 | 6 | -1 | -1.2 | -1
CCOC(=O)C1=C(C)N(CCC(=O)O)C(=O)NC1c1ccccc1Cl (stereo not drawn) | 11 | -2 | 10 | 8 | 17 | -5 | 0.2 | -2
Cn1c(/C(C#N)=C(\O)c2ccc(Br)s2)nc2ccccc21 | 12 | 25 | -26 | 9 | -84 | 1 | 8.2 | 0
O=C(CNC(=O)c1ccc(F)cc1)c1ccccc1 | 0 | -53 | -87 | -6 | -113 | -5 | 1.2 | -2
COCCN(CC1CCCN(C2Cc3ccccc3C2)C1)C(=O)CCC(F)(F)F (stereo not drawn) | 11 | 8 | -5 | 10 | -27 | -3 | 1.7 | 1
COc1cccc(-n2nc3c(=O)n(Cc4ccccc4Cl)nc(C)c3c2C)c1 | -3 | 12 | -16 | 4 | -13 | 1 | 1.3 | -3
CCOc1cc(/C=N/NC(=O)c2cccnc2)ccc1O | 9 | 8 | 10 | 0 | 18 | -3 | 0.0 | -2
CCCCCOC(=O)Cn1c(=O)oc2ccccc21 | 16 | 22 | 8 | 17 | 12 | 0 | 1.4 | -2
CCOc1c(S(=O)(=O)N2CCCC2)ccc(Cl)c1Cl | 22 | 39 | 5 | 8 | -4 | -3 | 1.6 | 3
COC(=O)c1c(NC(=S)NN2CCOCC2)sc2c1CCCC2 | 23 | -4 | -9 | 12 | -16 | -3 | -2.1 | 4
Cc1ccc2c(CN3CCN(Cc4ccccc4)CC3)cc(=O)oc2c1 | 22 | -37 | -52 | 27 | -21 | -3 | 1.1 | -1
CC(C)NC(=O)C1CCN(C(=O)C(C(=O)c2ccccc2)n2cc(Cl)ccc2=O)CC1 (stereo not drawn) | -5 | 25 | 0 | 10 | 25 | -4 | 0.0 | 2
O=S(=O)(NCCSc1ccccc1)c1ccc(F)cc1 | 27 | 4 | 1 | 7 | 0 | -4 | -2.1 | -3
CN(C)c1ccnc(Nc2ccccc2)c1C#N | 7 | -8 | 0 | 11 | 15 | 0 | -2.5 | -4
Cc1ccccc1NC(=O)Nc1nc2ccc(S(C)(=O)=O)cc2s1 | -5 | -25 | -37 | 6 | -68 | 4 | 4.2 | 6

Entries of single compounds, looked up by structure. Values in the order: tim23-1 inh | Mdm2 MdmX PPI | Jurkat NFkB inh | APJ antagonist | 697 NFkB inh | APJ agonist | UPR CHOP act | UPR XBP1 act
CCc1ccc(NC(=O)CC2NCCNC2=O)cc1 (stereo not drawn) is entered as 14 | 10 | -13 | -1 | -5 | 1 | -1.3 | -2
O=S(=O)(NCCSc1ccccc1)c1ccc(F)cc1 is entered as 27 | 4 | 1 | 7 | 0 | -4 | -2.1 | -3
CN(C)c1ccnc(Nc2ccccc2)c1C#N is entered as 7 | -8 | 0 | 11 | 15 | 0 | -2.5 | -4
CC/C(Cc1ccccc1)=N/NC(=O)CCn1nnc2ccccc21 is entered as 3 | 5 | 1 | 8 | 6 | -1 | -1.2 | -1
O=C(CSc1cccc2cccnc12)N/N=C/c1cccc(O)c1 is entered as -7 | 15 | 15 | -2 | 10 | -2 | 3.2 | 1

More results.
SMILES | tim23-1 inh | Mdm2 MdmX PPI | Jurkat NFkB inh | APJ antagonist | 697 NFkB inh | APJ agonist | UPR CHOP act | UPR XBP1 act
COCCCn1c(SCC(=O)N2CCc3ccccc32)nnc1-c1ccoc1C | 15 | -15 | -4 | -15 | -2 | -1 | 0.1 | -3
O=C(NCCN1CCOCC1)c1cc(-c2ccc(F)cc2)on1 | 13 | -11 | -7 | 7 | 3 | 3 | 0.4 | 0
O=C(NCC1COc2ccccc2O1)c1ccc(F)c(S(=O)(=O)N2CCOCC2)c1 (stereo not drawn) | 10 | 8 | -7 | 16 | 9 | -3 | -0.8 | 0
CCOC(=O)C1CCN(S(=O)(=O)c2ccc3c(c2)NC(=O)C(C)C(=O)N3)CC1 (stereo not drawn) | 0 | 9 | -2 | 1 | -16 | -3 | 0.9 | -2
CCn1c(=O)c2cc(C(=O)N3CCOCC3)sc2c2ccccc21 | 3 | 21 | 0 | 5 | 4 | 2 | 1.7 | 3
Cc1oc(-c2ccc(Cl)cc2)nc1CS(=O)CC(=O)NC1CCCC1 (stereo not drawn) | 13 | 0 | 4 | 21 | 7 | -2 | 0.2 | -3
Cn1c(SCC(=O)N2CCOCC2)nnc1-c1ccc(Cl)cc1Cl | 0 | -7 | -7 | -1 | 5 | -2 | 0.6 | 0
CCOc1ccc2oc(C(=O)N3CCN(c4ccccc4OCC)CC3)c(C)c2c1 | 35 | 15 | -14 | 15 | -6 | -2 | -1.0 | -2
Cc1nn(CCCC(=O)NCc2ccco2)c(=O)c2nn(-c3ccccc3)c(C)c12 | 11 | 26 | 8 | -30 | 4 | -1 | -0.6 | -4
CC(Sc1nnc(C2CC2)n1Cc1ccccc1)C(=O)N1CCNC1=O (stereo not drawn) | -5 | -7 | 0 | -5 | 22 | -4 | 2.7 | 1
COc1ccccc1-c1ocnc1C(=O)N1CCN(S(=O)(=O)c2ccc(NC(C)=O)cc2)CC1 | 0 | 9 | 12 | 10 | 7 | -2 | 0.5 | -2
O=C(COC(=O)c1cc(S(=O)(=O)N2CCOCC2)c(Cl)cc1Cl)Nc1ncc(C(F)(F)F)cc1Cl | 10 | 10 | -12 | 1 | 8 | 5 | 1.2 | 1
COC(=O)c1ccccc1OC(=O)c1cccnc1 | 5 | -13 | 3 | 2 | 14 | -2 | 0.3 | 1
OCC[C@@H]1C[C@@H](O)[C@H](O)[C@@]2(CCCO2)O1 | 17 | 2 | -16 | 6 | 15 | 1 | 0.6 | -1
C/C(=N\NC(=O)C(O)(c1ccccc1)c1ccccc1)c1ccc(NC(=O)CCCC(=O)O)cc1 | -13 | 24 | 7 | -1 | 11 | -2 | -2.8 | -2
